Assay outcomes from PubChem BioAssay.
Pf Dd2 inh = P. falciparum Dd2 growth inhibitors, primary screen, SYBR Green fluorescence, single dose replicates. 72 h; stronger effect = lower value. activity change, % at 10 µM. hit rate 2.3% among 94,000. AID 1159554, 2015; in the data active means activity change below about -80%; inconclusive means no clear call, values can overlap the other calls
Tcruzi prolif = T. cruzi intracellular proliferation inhibitors, primary screen, cell-based, beta-gal Tulahuen parasites, NIH3T3 host, luminescence; T. cruzi beta-gal in NIH3T3, GalScreen luminescence, 90 h; inhibition, % at 8.34 µM; hit rate 5.9% among 77,000;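 active means mean inhibition above about 93%, with at least 55% of replicates each passing it, limit read from the data, passing the limit was not always enough; inconclusive means only one of those two conditions holds; inactive means neither condition holds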
C diff HTS = C. difficile growth inhibitors, primary screen, HTS. AID 1259249, 2017. Clostridium difficile clinical isolate growth, OD600, 24 h; stronger effect = lower value. hit rate 0.25% among 86,000. growth activity, negative = inhibition, % at 16 µg/mL (by protocol);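 active means mean growth activity at or below -80% and every replicate also at or below -80%; inconclusive means mean at or below -80% but some replicate above -80%; inactive means mean growth activity above -80%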;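 further: 0% = DMSO wells and -100% = levofloxacin 16 µg/mL wells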
GASC1 inh = inhibitors of GASC-1 (KDM4C) histone demethylase, primary screen, biochemical, single concentration HTS; Lysine-specific demethylase 4C (Homo sapiens), Q9H3R0; GST-KDM4C 2-372, H3K9me3 peptide, LANCE TR-FRET; inhibition, % at 12.5 µM; hit rate 0.15% among 96,000;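 active means mean replicate inhibition above about 25%, with at least 55% of replicates also reaching it, limit read from the data, passing the limit was not always enough; inconclusive means only one of those two conditions met; inactive means neither condition met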
Target sequence (Q9H3R0 2-372 limits assumed): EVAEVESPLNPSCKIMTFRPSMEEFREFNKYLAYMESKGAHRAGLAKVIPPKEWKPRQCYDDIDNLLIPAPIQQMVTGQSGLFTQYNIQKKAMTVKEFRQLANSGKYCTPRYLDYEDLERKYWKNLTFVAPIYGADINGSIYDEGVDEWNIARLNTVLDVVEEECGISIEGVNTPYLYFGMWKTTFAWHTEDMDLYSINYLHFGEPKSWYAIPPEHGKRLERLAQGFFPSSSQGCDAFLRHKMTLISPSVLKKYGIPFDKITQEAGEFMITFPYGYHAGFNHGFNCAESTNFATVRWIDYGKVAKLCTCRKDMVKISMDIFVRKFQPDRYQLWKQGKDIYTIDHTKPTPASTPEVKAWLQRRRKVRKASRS
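Test system – GST-tagged GASC-1 (JMJD2C) catalytic fragment, aa 2-372 · Medium – HEPES buffer, pH 7.5, plus ascorbate · Reagent – H3K9me3 peptide with Fe(II)/2OG · Compound – one test concentration per compound · Timing – 30 min reaction, 60 min detection, RT · Technique – TR-FRET with Eu antibody and ULight streptavidin, EDTA stop · Read-out basis – inhibition from TR-FRET ratio decrease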
* = called active by the depositor; ? = inconclusive; . = no result given; & = joins results of further samples.

Fields – Pf Dd2 inh, GASC1 inh, Tcruzi prolif, C diff HTS
- C[C@H]1CN([C@@H](C)CO)C(=O)Cc2cc(N(C)C)ccc2O[C@@H]1CN(C)Cc1ccc2c(c1)OCO2
 : -2, 6.6, 107*, 1
- CCCC#Cc1cnc2c(c1)C(=O)N([C@@H](C)CO)C[C@H](C)[C@H](CN(C)C(=O)C1CCOCC1)O2
 : 14, -0.8, -44, 2
- C[C@H]1CN([C@@H](C)CO)C(=O)c2ccccc2-c2ccccc2CO[C@H]1CN(C)Cc1ccccc1C(F)(F)F
 : -39, 8.6, ., 21
- C[C@@H]1CN([C@H](C)CO)C(=O)c2ccccc2-c2ccccc2CO[C@H]1CN(C)C(=O)Nc1ccc(F)cc1
 : -74, 6.1, 70, -5
- C[C@H]1CN([C@@H](C)CO)C(=O)Cc2cc(NC(=O)Nc3cccc4ccccc34)ccc2O[C@@H]1CN(C)Cc1ccccc1
 : -28, -2.5, 90, 2
- CCCC(=O)Nc1ccc2c(c1)C(=O)N(C)[C@H]1CC[C@H](CC(=O)Nc3cccc(C)c3)O[C@@H]1CO2
 : -8, -0.5, 11, 2
- CC(C)CC#Cc1ccc2c(c1)O[C@@H](CN(C)CC1CCOCC1)[C@@H](C)CN([C@H](C)CO)S2(=O)=O
 : -54, -2.2, 118*, 14
- CO[C@H](CN(C)C(=O)C1CCOCC1)[C@@H](C)CN(C(=O)Nc1ccc(C(F)(F)F)cc1)[C@H](C)CO
 : -11, ., 72, .
- Cc1ccc(S(=O)(=O)N(C)C[C@H]2Oc3ccc(NC(=O)NC(C)C)cc3CC(=O)N([C@H](C)CO)C[C@H]2C)cc1
 : -11, 0.1, 17, 4
- Cc1noc(C)c1NC(=O)N(C)C[C@@H]1Oc2c(NC(=O)Nc3ccc(C(F)(F)F)cc3)cccc2C(=O)N([C@@H](C)CO)C[C@@H]1C
 : -5, ., 80, .
- Cc1noc(C)c1C(=O)N(C)C[C@H]1OCc2ccccc2-c2ccccc2C(=O)N([C@H](C)CO)C[C@@H]1C
 : 16, 1.8, 36, -12
- CCCNC(=O)N1[C@H](CNC(=O)CC)[C@@H](c2ccc(C3=CCCC3)cc2)[C@@H]1CO
 : -10, 0.3, 72, -4
- C[C@H]1CCCCO[C@H](CN(C)S(=O)(=O)c2ccccc2)[C@@H](C)CN([C@@H](C)CO)C(=O)c2cc(NC(=O)Nc3ccc4c(c3)OCO4)ccc2O1
 : -64, -0.1, 55, 8
- O=C(c1ccc2c(c1)OCO2)N1CC[C@@H]2[C@@H](CO)Nc3ccc(-c4ccccc4)cc3[C@@H]21
 : -61, -1.2, 94, -19
- Cc1noc(C)c1S(=O)(=O)Nc1cccc2c1O[C@@H](CN(C)Cc1ccc(Oc3ccccc3)cc1)[C@@H](C)CN([C@H](C)CO)C2=O
 : ?, -1.5, ., -3
- Cc1noc(C)c1NC(=O)Nc1ccc2c(c1)C(=O)N([C@H](C)CO)C[C@H](C)[C@H](CN(C)S(C)(=O)=O)O2
 : -10, 0.7, 92, .
- C/C=C/c1ccc([C@@H]2[C@@H](CO)N(c3nc(CC)cs3)[C@@H]2CNC(C)C)cc1
 : -78, -1.7, 92, 4
- COc1ccc2c3c([nH]c2c1)[C@H](CO)N(C(=O)NC(C)C)CC31CCN(C(=O)C2CCCC2)CC1
 : -64, 0.2, ., -17
- CO[C@@H]1CN(C)C(=O)c2cc(NC(=O)C3CCOCC3)ccc2OC[C@@H](C)N(CC2CC2)C[C@H]1C
 : 5, 0.1, 10, .
- C[C@H](CO)N1C[C@H](C)[C@H](CN(C)S(=O)(=O)c2cccs2)Oc2c(NC(=O)Nc3ccc(C(F)(F)F)cc3)cccc2C1=O
 : -39, -1.8, 103*, 21
- O=C(C[C@H]1CC[C@H]2[C@@H](COC[C@@H](O)CN2Cc2cc(F)ccc2F)O1)NCc1ccc(F)cc1
 : -4, 0.0, 28, .
- COc1ccc(NC(=O)Nc2ccc3c(c2)C(=O)N(C)C[C@@H](OC)[C@H](C)CN[C@@H](C)CO3)cc1
 : -2, 1.0, -12, -1
- COc1ccc(S(=O)(=O)N[C@@H]2CC[C@H](CCNC(=O)c3ccccc3F)O[C@H]2CO)cc1
 : 9, 1.2, -34, 1
- CO[C@H]1CN(C)C(=O)c2ccc(NC(=O)c3cccc(F)c3)cc2OC[C@H](C)N(C)C[C@H]1C
 : -52, 38*, -36, .
- O=C(CN1CCOCC1)N1CCCCN2[C@H](CO)[C@H](c3ccc(Br)cc3)[C@H]2C1
 : 36, 0.2, 36, -3
- COc1ccc2c3c(n(C)c2c1)[C@@H](CO)NCC31CCN(CC2CCCC2)CC1
 : -70, 1.9, ., 9
- O=C(C[C@@H]1CC[C@@H]2[C@H](COC[C@H](O)CN2Cc2cc(F)cc(F)c2)O1)Nc1nccs1
 : -19, -0.2, 60, 1&-8
- C[C@@H]1CN([C@H](C)CO)S(=O)(=O)c2ccc(/C=C/c3ccccc3)cc2O[C@H]1CN(C)C(=O)Nc1cc(F)ccc1F
 : -84*, -6.6, ., 11
- COc1ccc(-c2ccc3c(c2)O[C@H](CN(C)C)[C@@H](C)CN([C@@H](C)CO)S3(=O)=O)cc1
 : -14, -2.7, -6, -4
- COc1ccccc1NC(=O)N1CC(=O)N2[C@H](CO)[C@H](c3ccc(-c4ccc(F)cc4)cc3)[C@@H]2C1
 : -37, -1.6, ., -2
- CNC[C@H]1Oc2c(NC(=O)c3cnccn3)cccc2C(=O)N([C@@H](C)CO)C[C@@H]1C
 : 6, -1.0, 14, 0
- C[C@H]1CCCCO[C@H](CN(C)C(=O)Nc2ccc(F)cc2)[C@@H](C)CN([C@@H](C)CO)C(=O)c2cc(NC(=O)Cc3ccccc3)ccc2O1
 : -75, -0.8, 105*, -4
- C[C@@H]1CN([C@@H](C)CO)C(=O)c2cc(NC(=O)Nc3ccccc3)ccc2O[C@@H](C)CCCCO[C@H]1CN(C)CC1CCCCC1
 : -75, -0.7, 97*, 9
- N#C[C@H]1[C@@H](c2ccccc2C2=CCCC2)[C@@H](CO)N1S(=O)(=O)c1ccccc1
 : 11, -2.3, ., 8
- CCC(=O)N1CC2(CN(Cc3ccccc3Cl)C2)c2c([nH]c3cc(OC)ccc23)[C@@H]1CO
 : -64, 0.0, ., -1
- CN1CCN(C(=O)C[C@H]2CC[C@@H]3[C@@H](COc4ccc(NC(=O)C5CCCCC5)cc4C(=O)N3C)O2)CC1
 : -1, -0.1, -41, 12
- N#Cc1cccc(-c2ccc3c(c2)[C@@H]2[C@@H](CCN2C(=O)c2ccccc2F)[C@@H](CO)N3)c1
 : 3, 1.0, 19, -9
- CN(C)CC(=O)Nc1ccc2c(c1)[C@@H]1C[C@H](CC(=O)NCc3cc(F)ccc3F)O[C@@H](CO)[C@@H]1O2
 : 5, -2.9, 4, .
- CCCC(=O)Nc1ccc2c(c1)C(=O)N(C)[C@H]1CC[C@@H](CC(=O)NCCCN(C)C)O[C@H]1CO2
 : 12, 4.3, -52, 0
- COc1ccc(CN(C)C[C@H]2OCCCC[C@H](C)Oc3ccc(NC(=O)C4CCCCC4)cc3C(=O)N([C@H](C)CO)C[C@@H]2C)cc1
 : -41, -0.8, 74, 3
- CN1CCN(C(=O)C[C@@H]2CC[C@H]3[C@@H](COC[C@H](O)CN3C(=O)Nc3ccc(Cl)cc3)O2)CC1
 : 8, -1.3, 22, .
- COc1ccc2c3c([nH]c2c1)[C@H](CO)N(C(=O)Nc1ccccc1F)CC31CCN(C(=O)C2CC2)CC1
 : -63, -0.6, ., -2
- CNC[C@@H]1Oc2c(NC(=O)c3ccncc3)cccc2C(=O)N([C@H](C)CO)C[C@@H]1C
 : 7, 0.8, 28, -1
- CCC(=O)Nc1ccc2c(c1)OC[C@H](C)N(CC1CCCCC1)C[C@@H](C)[C@@H](OC)CN(C)C2=O
 : -6, 1.8, 5, -2
- C[C@H](CO)N1C[C@H](C)[C@H](CN(C)S(=O)(=O)c2ccc(Cl)cc2)Oc2ccc(NC(=O)CCCCCC(=O)Nc3ccccc3N)cc2C1=O
 : -74, -5.9, ., -22

Records above marked active in GASC1 inh.
structure | GASC1 inh
CO[C@H]1CN(C)C(=O)c2ccc(NC(=O)c3cccc(F)c3)cc2OC[C@H](C)N(C)C[C@H]1C | 38*

The listing picks up, starting 2 compounds before the break.
Fields – Pf Dd2 inh, GASC1 inh, Tcruzi prolif, C diff HTS
- CCC(=O)Nc1ccc2c(c1)OC[C@H](C)N(CC1CCCCC1)C[C@@H](C)[C@@H](OC)CN(C)C2=O
 : -6, 1.8, 5, -2
- C[C@H](CO)N1C[C@H](C)[C@H](CN(C)S(=O)(=O)c2ccc(Cl)cc2)Oc2ccc(NC(=O)CCCCCC(=O)Nc3ccccc3N)cc2C1=O
 : -74, -5.9, ., -22
- Cc1noc(C)c1NC(=O)Nc1ccc2c(c1)CC(=O)N([C@H](C)CO)C[C@H](C)[C@H](CN(C)S(=O)(=O)c1cccs1)O2
 : 19, 1.0, -33, -1
- C[C@H](CO)N1C[C@H](C)[C@@H](CN(C)C(=O)Nc2ccc(C(F)(F)F)cc2)Oc2ccc(NS(=O)(=O)c3cccs3)cc2CC1=O
 : -7, -0.3, 33, -1
- CN(C)CC#Cc1ccc([C@@H]2[C@H]3CN(C(=O)C4CCCC4)CCCCN3[C@H]2CO)cc1
 : 24, ., 24, 0
- CC(C)[C@H](C)NC(=O)N(C)C[C@@H]1OCc2ccccc2-c2c(n(C)c3ccccc23)C(=O)N([C@@H](C)CO)C[C@H]1C
 : 4, 1.7, -76, .
- O=C(NCC[C@@H]1CC[C@@H](NS(=O)(=O)Cc2ccccc2)[C@@H](CO)O1)C1CCC1
 : 0, -3.0, 20, .
- C[C@@H]1CN([C@H](C)CO)C(=O)c2cc(C3=CCCC3)cnc2O[C@H]1CN(C)C(=O)Nc1ccccc1
 : 11, 6.7, -203, -1
- CO[C@H]1CN(C)C(=O)c2ccc(NC(=O)Cc3ccccc3)cc2OC[C@H](C)N(C)C[C@@H]1C
 : -2, 0.1, ., -3
- C[C@@H]1CN([C@@H](C)CO)C(=O)c2cccc(NS(=O)(=O)c3ccc(Cl)cc3)c2O[C@@H]1CN(C)S(=O)(=O)c1ccc(F)cc1
 : 15, ., 43, .
- Cc1noc(C)c1NC(=O)N(C)C[C@@H]1Oc2ccc(NS(=O)(=O)c3ccc(Cl)cc3)cc2CC(=O)N([C@@H](C)CO)C[C@H]1C
 : 41, -2.9, 17, 8
- O=C(C[C@H]1CC[C@H](NS(=O)(=O)c2ccccc2)[C@H](CO)O1)N1CCN(c2ccccc2)CC1
 : 50, -0.8, ., -3
- O=C(C[C@@H]1CC[C@@H](NC(=O)Nc2cc(F)ccc2F)[C@@H](CO)O1)NCc1ccncn1
 : 0, 0.7, -70, 1
- C[C@@H]1CCCCO[C@@H](CN(C)C(=O)CCC(F)(F)F)[C@H](C)CN([C@@H](C)CO)C(=O)c2cc(NC(=O)CCCN(C)C)ccc2O1
 : 86, 4.3, -41, 2
- N#C[C@@H]1[C@H](c2ccccc2-c2cccc(F)c2)[C@@H](CO)N1C(=O)C1CCCC1
 : ?, -0.3, ., -28
- Cc1ccccc1S(=O)(=O)N[C@H]1CC[C@H](CCn2cc(-c3ccccc3)nn2)O[C@H]1CO
 : -14, 1.3, -4, -1
- C[C@@H]1CCCCO[C@H](CN(C)Cc2ccncc2)[C@@H](C)CN([C@H](C)CO)C(=O)c2cc(NC(=O)CCCCCC(=O)Nc3ccccc3N)ccc2O1
 : -51, -0.9, ., 3

Some of the entries so far, as tab-separated lines.
molecule	Pf Dd2 inh	GASC1 inh	Tcruzi prolif	C diff HTS
C[C@@H]1CN([C@H](C)CO)C(=O)c2cc(C3=CCCC3)cnc2O[C@H]1CN(C)C(=O)Nc1ccccc1	11	6.7	-203	-1
C[C@@H]1CCCCO[C@@H](CN(C)C(=O)CCC(F)(F)F)[C@H](C)CN([C@@H](C)CO)C(=O)c2cc(NC(=O)CCCN(C)C)ccc2O1	86	4.3	-41	2

(list continues)
Fields – Pf Dd2 inh, GASC1 inh, Tcruzi prolif, C diff HTS
- CCCNC(=O)C[C@@H]1CC[C@H]2NC[C@H](O)COC[C@@H]2O1
 : -7, -3.0, ., -4
- CCC(=O)N1C[C@H](C)[C@H](OC)CN(C)C(=O)c2cc(NC(=O)C3CCOCC3)ccc2OC[C@@H]1C
 : 16, 2.7, ., .
- O=C(NC[C@H]1[C@@H](c2ccccc2)[C@H](CO)N1C(=O)C1CC1)NC1CCCC1
 : 0, 3.2, 24, -1
- CCC(=O)N(C)C[C@@H]1Oc2ncc(C#Cc3ccncc3)cc2C(=O)N([C@H](C)CO)C[C@@H]1C
 : 20, 2.3, 13, -3
- CN1[C@@H]2c3cccc(=O)n3C[C@@H]2[C@@H](CO)[C@@H]1C(=O)NCC1CCCCC1
 : 19, 1.6, -10, 2
